# AmpC inh no detg: inhibitors of E. coli AmpC beta-lactamase without detergent | P00811 | AmpC nitrocefin hydrolysis, absorbance 480 nm, 0.0001% Triton | Potency, µM (doses to about 57.1 µM), inactives show top-dose activity change, negative = inhibition, most hits filed as inhibitors | actives 0.52% (n = 330,000) | AID 485341;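 further: potency means the concentration at half of the fitted maximal effect; plate controls were no compound for no effect and no enzyme for full effect; nearly all actives have a fitted effect of over 20% in size; some results filed as inactive show a strong effect at the top dose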
# Target sequence (P00811 whole entry, looked up): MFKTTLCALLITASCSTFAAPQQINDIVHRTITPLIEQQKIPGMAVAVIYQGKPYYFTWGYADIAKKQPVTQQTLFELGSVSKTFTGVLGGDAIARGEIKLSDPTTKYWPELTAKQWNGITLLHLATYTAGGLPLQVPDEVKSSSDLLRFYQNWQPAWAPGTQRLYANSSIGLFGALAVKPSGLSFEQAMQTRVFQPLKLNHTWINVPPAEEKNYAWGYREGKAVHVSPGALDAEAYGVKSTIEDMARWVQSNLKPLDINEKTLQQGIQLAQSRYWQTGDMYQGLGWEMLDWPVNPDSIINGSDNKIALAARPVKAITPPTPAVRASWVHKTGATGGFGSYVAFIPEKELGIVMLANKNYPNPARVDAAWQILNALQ
#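 20 mM phosphate pH 7.0 + 0.01% (detergent screen) or 0.0001% Triton X-100; 5.3 nM AmpC reagent; cpd preinc 15 min RT; nitrocefin (800 uM stock) to start; A480 q20 s × 4 min; Activity was normalised to no-enzyme and no-compound control wells.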
# LmPK inh: blocks Leishmania mexicana pyruvate kinase activity. purified LmPK, Kinase-Glo ATP luminescence, 1 h. Potency, µM (titrated, usually from 57.5 µM), for inactives: at the highest dose activity change, negative = inhibition, actives largely listed as inhibitors. actives 0.37% (n = 290,000). AID 1721. Q27686; further: potency means the concentration at half of the fitted maximal effect; on the % scale 0 is the no-effect control and ±100 the full control effect
# Target sequence (Q27686 whole entry, looked up): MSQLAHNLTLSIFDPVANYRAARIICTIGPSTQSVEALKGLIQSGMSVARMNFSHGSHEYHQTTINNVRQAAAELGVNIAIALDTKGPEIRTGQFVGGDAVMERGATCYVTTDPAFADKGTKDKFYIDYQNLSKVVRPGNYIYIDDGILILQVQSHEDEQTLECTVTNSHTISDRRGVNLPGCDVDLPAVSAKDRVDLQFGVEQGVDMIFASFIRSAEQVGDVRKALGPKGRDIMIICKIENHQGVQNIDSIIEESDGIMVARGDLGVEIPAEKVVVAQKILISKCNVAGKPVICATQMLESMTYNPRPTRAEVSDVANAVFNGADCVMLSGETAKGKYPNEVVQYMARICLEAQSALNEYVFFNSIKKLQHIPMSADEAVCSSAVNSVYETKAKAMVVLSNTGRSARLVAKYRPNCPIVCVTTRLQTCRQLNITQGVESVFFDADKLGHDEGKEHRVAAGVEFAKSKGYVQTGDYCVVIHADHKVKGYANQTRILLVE
#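 Pyruvate kinase activity monitored as ATP production (luciferase luminescence). Conditions: 0.1 nM enzyme, 0.5 mM PEP, 0.1 mM ADP, 1 h, RT; normalized against uninhibited and no-enzyme wells.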
# Shiga toxin inh: Shiga toxin inhibition; Vero cells, Shiga toxin protein synthesis inhibition reporter; inhibition, % at 38.7 µM; actives 9.2% (n = 290,000); in the data active means inhibition mostly above about 28%, no sharp cut-off; inactive means mostly below about 43%; further: 0% is about no effect
# Pf growth 96h: P. falciparum growth inhibition at 96 hours. AID 504834. actives 6.9% (n = 320,000). P. falciparum luciferase reporter growth, 96 h. Potency, µM (doses to about 28.7 µM), for inactives: at the highest dose activity change, negative = inhibition, most hits filed as inhibitors; further: potency means the concentration at half of the fitted maximal effect; on the % scale 0 is the no-effect control and ±100 the full control effect
#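 Erythrocytes infected with luciferase-expressing P. falciparum were dispensed at 2% hematocrit and 0.05% parasitemia (final), then incubated with compounds 96 hours at 37 C in 5% CO2. Luminescence after detection reagent addition reported growth.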
# Pf growth 48h: inhibits P. falciparum growth in the first generation, 48 h; actives 5.9% (n = 310,000); AID 504832; P. falciparum luciferase growth in erythrocytes, 48 h; Potency, µM (series often up to 28.7 µM), inactives show top-dose activity change, negative = inhibition, usual class: inhibitors; further: potency means the concentration at half of the fitted maximal effect; on the % scale 0 is the no-effect control and ±100 the full control effect
#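 Firefly luciferase activity from engineered P. falciparum reports growth; inhibitors lower the luminescent signal. Cultures contained 2% hematocrit erythrocytes at 0.1% final parasitemia.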
# CHX counter: counter-screen hit for Shiga toxin inhibitors, cycloheximide. cell reporter, cycloheximide protein synthesis inhibition counterscreen. max response, %. AID 2314. actives 12% (n = 300,000); in the data active means max response mostly above about 13%, no sharp cut-off; inactive means mostly below about 14%; further: read at 38.3 µM for the half of the compounds with a filed dose; 0% is about no effect
# TbPYK inhibitor: T. brucei pyruvate kinase inhibition. Q57TT1. TbPYK enzyme, Kinase-Glo Plus ATP luminescence, 45 min. Potency, µM (titrated, usually from 76.8 µM), inactives show at the top dose activity, negative = inhibition, hits mostly inhibitors. actives 0.12% (n = 410,000). AID 624173; further: potency means the concentration at half of the fitted maximal effect; on the % scale 0 is the no-effect control and ±100 the full control effect; nearly all actives have a fitted effect of over 50% in size
#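 Activity of T. brucei pyruvate kinase was followed by Kinase-Glo Plus luminescence after the enzyme reacted 45 min at room temperature with 130 uM ADP (final) and substrate. Test compounds were added before ADP at multiple concentrations.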
# * hit, by the source's call; ? = inconclusive; nt = no result given; & = joins results of further samples; [ ] = another dose, or the depositor's remark. Unless noted, the call rests on the fitted dose curve; in most records, active means well fitted curve in the direction sought with a large enough effect; inconclusive means small, poorly fitted or top-dose-only effect, or another doubt; inactive means no such curve, though single readings can be large; an effect the other way counts as inactive or inconclusive.
SMILES,AmpC inh no detg,LmPK inh,Shiga toxin inh,Pf growth 96h,Pf growth 48h,CHX counter,TbPYK inhibitor
CCN(CC(=O)Nc1c(F)cccc1F)C(=O)Cc1n[nH]c(=O)c2ccccc12,?,nt,nt,47.8%[activator],11.3%,nt,6.0%
O=C(Cn1ccc2ccccc2c1=O)NCCC(=O)Nc1ccc(F)cc1F,-6.6%,0.6%,11.3,2.3%,25.3%,-2.2,-3.6%&3.9%
COC(=O)c1cccc(NC(=O)C(C)N2C(=O)c3ccccc3C2=O)c1 (centres undefined),-22.3%,0.3%,14.8,0.0%,-8.9%,1.1,-2.0%
COc1ccc(O)c(-c2[nH]ncc2C(=O)c2ccccc2)c1,-18.6%,4.5%,-4.1,41.2%[activator],13.3%,-6.0,-7.2%
CCC1CCCCN1C(=O)CCc1nnc(Cc2cc(OC)ccc2OC)o1 (centres undefined),31.8%,4.8%,92.8*,-7.4%,-21.9%,54.1*,5.1%
CCCc1nc2sc3ccccc3c(=O)c2c(=O)n1CCOC,-11.7%,-0.9%,-6.1,1.1%,20.7%,-1.3,nt
COCCC(=O)N1CCC(Oc2ccc(C(=O)N3CCCC(COC)C3)cc2)CC1 (centres undefined),14.6%,-5.0%,4.5,59.4%[activator],-0.2%,1.3,-1.4%
Cc1cc(C)cc(OCC(=O)NCC2CCCO2)c1 (centres undefined),-4.2%,-3.5%,100.4*,80.5%[activator],126.1%[activator],23.5*,1.3%
Cc1ccc(CSc2nc3ccccc3c(=O)n2CCCC(=O)NCc2ccco2)cc1,-8.8%,3.8%,-13.7,?,?,-0.9,-5.6%
CCn1nc(C)c(CNC(=O)c2ccc(OC3CCN(Cc4ccccn4)CC3)cc2)c1C,18.4%,-6.6%,-4.5,48.5%[activator],-7.4%,-1.2,2.8%
O=C(CSc1ccc(C(F)(F)F)cc1[N+](=O)[O-])Nc1ccccc1,-22.8%,2.0%,22.0,73.2%[activator],60.4%[activator],8.5,-8.3%
O=C(Oc1ccccc1C(=O)Nc1ccccc1)c1ccccc1Br,-36.1%,-0.2%,33.1*,-51.1%,4.3%,32.1*,-2.3%
CCCCn1c(N)c(N(CC(C)C)C(=O)c2cc3c(s2)CCCCC3)c(=O)[nH]c1=O,-37.8%,nt,nt,-12.1%,6.5%,nt,0.6%
CN(CCc1ccccn1)C(=O)CCC1CCCN(C(=O)c2ccccn2)C1 (centres undefined),-14.6%,-2.4%,-6.9,13.2%,5.2%,-1.4,2.9%
COc1ccc2cc(CN(CC3CCCO3)S(=O)(=O)c3ccccc3)c(=O)[nH]c2c1 (centres undefined),46.4%,-2.3%,3.6,nt,-15.6%,2.6,6.2%
CS(=O)(=O)N1CCC(C(=O)O)CC1,-6.9%,-0.8%,-23.5,21.0%,nt,1.3,-11.0%
CC1Cc2ccccc2C(CCc2ccccc2)=N1 (centres undefined),-11.0%,-1.5%,14.2,-6.2%,-2.8%,-1.0,1.3%
Cc1ccc(C(c2nnnn2CS(=O)(=O)c2ccc(C)cc2)N2CCC(C)CC2)cc1 (centres undefined),-22.3%,1.6%,-6.7,?,?,1.3,-3.4%
COc1cc(C(=O)NNC(=O)COc2cccc(F)c2)ccc1OCC(=O)N1CCOCC1,-33.6%,nt,nt,-9.8%,11.7%,nt,-3.3%
CCCCc1ccc(C(=O)NC(C(=O)O)C(C)C)cc1 (centres undefined),-16.5%,0.2%,-0.8,nt,48.4%[activator],-2.5,3.4%
COCC(C)Nc1ccc(S(=O)(=O)N2CCCC2)cc1[N+](=O)[O-] (centres undefined),-11.4%,1.7%,-5.7,-5.7%,-2.3%,7.6,5.5%
S=C(Nc1cccc2ccccc12)NC1CCCCC1,-27.5%[11.4 µM],4.4%,50.8*,?,-2.4%,40.3*,0.5%
Cc1ccc(N(C(C)C(=O)O)S(=O)(=O)c2c(C)[nH]c(=O)[nH]c2=O)cc1 (centres undefined),-9.6%,4.7%,-18.2,-3.5%,nt,-2.9,-0.9%
COC(=O)c1sccc1S(=O)(=O)Nc1ccc(Cl)cc1,-26.2%,-1.8%,-6.0,?,0.2%,0.5,0.7%
CCCCn1c(O)c(C(=O)/C=C/c2ccc3c(c2)OCO3)c(=O)[nH]c1=O,-27.3%,1.6%,-24.1,-19.8%,?,-0.4,-9.1%
Cc1cc(C)n(-c2nc3c(c(=O)[nH]c(=O)n3C)n2CCc2ccccc2)n1,0.1%,-2.4%,-7.0,3.0%,-17.3%,-1.5,-2.2%
Cc1ccc(O)c(C2=NCCNC(C(F)(F)C(F)F)=C2)c1,0.2%,2.8%,-5.9,?,nt,-5.7,5.6%
CCO[C@H]1OC(C(=O)N2CCOCC2)=C[C@@H](c2cn(C(C)=O)c3ccccc23)[C@@H]1CCCO,111.7%[activator],2.3%,-8.6,-15.4%,7.4%,0.9,-7.4%
O=C(CSc1ccc2ccccc2n1)N/N=C/c1ccc(O)cc1,-45.8%,6.9%,11.5,?,33.3%[activator],11.4*,1.3%
Cc1cc2cc(CN(CCCN3CCOCC3)C(=O)NC3CCCCC3)c(=O)[nH]c2cc1C,149.3%[activator],1.2%,-3.8,240.2%[activator],4.65µM*,-1.6,4.2%

# 2 records picked at random from the list so far, as already listed:
SMILES,AmpC inh no detg,LmPK inh,Shiga toxin inh,Pf growth 96h,Pf growth 48h,CHX counter,TbPYK inhibitor
S=C(Nc1cccc2ccccc12)NC1CCCCC1,-27.5%[11.4 µM],4.4%,50.8*,?,-2.4%,40.3*,0.5%
COCC(C)Nc1ccc(S(=O)(=O)N2CCCC2)cc1[N+](=O)[O-] (centres undefined),-11.4%,1.7%,-5.7,-5.7%,-2.3%,7.6,5.5%

# The results go on.
SMILES,AmpC inh no detg,LmPK inh,Shiga toxin inh,Pf growth 96h,Pf growth 48h,CHX counter,TbPYK inhibitor
O=C(Nc1nc(-c2ccc(-c3ccccc3)cc2)cs1)C1=COCCO1,-22.7%,3.1%,9.8,31.4%[activator],9.8%,7.0,-5.1%
CC(C)c1ccccc1OCC(=O)NN1C(=O)c2ccccc2C1=O,-10.5%,-0.3%,15.5,1.8%,-0.8%,1.3,1.5%
Cc1ccccc1NS(=O)(=O)c1ccc2[nH]cc(C(=O)NCCc3ccccc3)c(=O)c2c1,-20.7%,nt,nt,?,14.7µM*,nt,2.7%
O=C(CN1CCN(C2CCCCC2)CC1)Nc1ccccc1N1CCCCC1,102.2%[activator],2.7%,-10.2,8.2%,?,-3.6,-5.9%
Cc1nn(-c2ccccc2)c(C)c1C(=O)OCC(N)=O,-1.6%[11.4 µM],10.9%,-11.2,7.6%,-1.2%,-1.2,0.3%
COC(=O)c1ccc(C(=O)OC)c(NC(=S)N2CCCCC2)c1,-4.5%,2.3%,12.8,2.3%,2.1%,1.8,-3.3%
CSc1ccccc1NC(=S)N/N=C/c1cccn1Cc1cccc(C)c1,-42.5%,4.2%,-8.6,?,?,1.6,0.7%
C=CCn1c(SCc2c(C)noc2C)nc2sc3c(c2c1=O)CCCC3,-21.3%,0.0%,-10.8,2.08µM*,13.1µM*,-3.8,-3.6%
Cc1sc2ncn(CC(=O)NCCCC(=O)N3CCN(c4ncccn4)CC3)c(=O)c2c1C,30.0%,-0.8%,-12.7,33.0%[activator],-0.1%,-0.6,2.2%
CN(CC(=O)NC(=O)NCc1ccccc1)CC(=O)Nc1ccc(Cl)c(C(F)(F)F)c1,75.2%[activator],nt,nt,-3.5%,?,nt,-10.4%
CCCNC(=O)C1CCN(c2ccc(S(=O)(=O)N3CCOCC3)cc2Cl)CC1,9.0%,-6.1%,-3.7,?,13.1µM*,-6.6,2.0%
CC(=O)Nc1ccc(C2=CC(=O)CC(C)(C)C2)cc1,-5.2%,nt,nt,39.9%[activator],35.4%[activator],nt,-0.6%
CCCCOc1ccc(CC2C(=O)N(C)C(=O)N(C)C2=O)cc1,4.2%,0.4%,5.5,-4.4%,-27.6%,12.4,-8.5%
CCOC(=O)c1sc2nc(C)[nH]c(=S)c2c1C,-18.1%,3.6%,23.9,33.3%[activator],36.2%[activator],40.5,-3.3%
CCOC(=O)c1sc(NC(=O)C2CC(=O)N(c3ccc(C)cc3)C2)nc1C (centres undefined),61.7%[activator],-1.1%,-3.8,52.6%[activator],8.7%,-6.5,1.4%
CCOc1ccc(NC(=O)CN2CCN(c3ccc(F)cc3)CC2)cc1,52.1%,1.1%,12.8,58.6%[activator],15.1%,-1.4,0.0%
Cc1c(C)n(Cc2ccccc2)c2ncnc(Cl)c12,3.2%,3.2%,1.0,19.2%,10.0%,6.5,0.3%
Cc1sc2ncn(CC(=O)NCC(=O)N(C)Cc3ccccc3)c(=O)c2c1C,-14.7%,3.0%,-3.0,?,-8.7%,-2.4,-1.5%
CSc1nc(Cl)cc(Nc2ccc(O)cc2)n1,-43.5%,1.0%,63.4,49.5%[activator],205.1%[activator],42.4*,2.6%
Nc1cc(=O)[nH]c(SCc2cccc(Cl)c2)n1,-49.1%,-0.9%,-11.3,10.3%,?,-6.8,2.4%
COc1ccc(NC(C)=O)cc1CNC(=O)COc1ccccc1C(=O)Nc1cccc(C)c1C,150.4%[activator],3.2%,nt,23.2%,-19.3%,0.8,-3.0%
COc1ccc(N/C=C(\[N+](=O)[O-])S(=O)(=O)c2ccccc2)cc1,-22.4%,0.4%,14.0,63.8%[activator],-3.8%,4.5,4.6%
CC(C)OC(=O)CSc1nc(C(C)C)nc2ccccc12,-12.2%,-1.2%,-3.6,-21.2%,3.5%,-5.8,4.9%
Nc1nc(-c2cccnc2)nn1C(=O)c1ccc(Cl)cc1,-21.3%,2.6%,15.9,5.3%,-5.3%,-1.1,4.5%
O=C(Cc1ccccc1)c1c[nH]c(C(=O)O)c1,-17.6%,-2.4%,51.1,?,-3.1%,-3.6,-0.6%
CCCNC(=O)c1ccccc1NC(=O)C1COc2ccccc2O1 (centres undefined),27.3%,0.4%,-15.2,?,?,21.8,-9.2%
O=C(Cc1c(C(=O)O)[nH]c2ccc(Cl)cc12)Nc1ccc2c(c1)OCCO2,-22.9%,-1.0%,-24.4,-3.3%,2.2%,-6.2,4.3%
O=C(CSc1n[nH]c(-c2ccccc2)n1)N1CCOCC1,-15.6%,5.9%,32.5,12.7%,58.7%[activator],2.2,-1.2%

# Entries of single compounds as entered above. Order of values: AmpC inh no detg	LmPK inh	Shiga toxin inh	Pf growth 96h	Pf growth 48h	CHX counter	TbPYK inhibitor
# COc1ccc(N/C=C(\[N+](=O)[O-])S(=O)(=O)c2ccccc2)cc1 is entered as -22.4%	0.4%	14.0	63.8%[activator]	-3.8%	4.5	4.6%
# CCOc1ccc(NC(=O)CN2CCN(c3ccc(F)cc3)CC2)cc1 is entered as 52.1%	1.1%	12.8	58.6%[activator]	15.1%	-1.4	0.0%
# Cc1c(C)n(Cc2ccccc2)c2ncnc(Cl)c12 is entered as 3.2%	3.2%	1.0	19.2%	10.0%	6.5	0.3%
# Nc1nc(-c2cccnc2)nn1C(=O)c1ccc(Cl)cc1 is entered as -21.3%	2.6%	15.9	5.3%	-5.3%	-1.1	4.5%

# Bioassay records (PubChem BioAssay)

# Compounds as they come; about 22% have a hit in one of these screens.
